RAD52 anneal inh: blocks human RAD52 DNA annealing. recombinant RAD52 DNA annealing, FRET fluorescence. inhibition, % at 18.7 µM. P43351. actives 0.46% (n = 360,000);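 active means every replicate showing at least 50% inhibition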
Target sequence (P43351 whole entry, looked up): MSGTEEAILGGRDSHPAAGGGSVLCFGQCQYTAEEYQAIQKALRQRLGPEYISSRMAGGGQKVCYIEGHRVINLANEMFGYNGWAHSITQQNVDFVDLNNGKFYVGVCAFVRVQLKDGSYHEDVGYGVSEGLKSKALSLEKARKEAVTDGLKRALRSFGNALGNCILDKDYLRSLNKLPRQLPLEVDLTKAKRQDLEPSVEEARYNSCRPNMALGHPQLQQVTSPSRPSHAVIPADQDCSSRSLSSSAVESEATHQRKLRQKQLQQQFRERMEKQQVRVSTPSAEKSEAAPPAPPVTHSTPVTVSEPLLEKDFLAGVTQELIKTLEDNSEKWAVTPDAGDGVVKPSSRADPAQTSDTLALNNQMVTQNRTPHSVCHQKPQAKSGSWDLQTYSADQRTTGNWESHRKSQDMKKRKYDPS
RAD54 inh: RAD54 (human) branch migration inhibition. Q92698. RAD54 Holliday junction branch migration, FAM/BHQ fluorescence. inhibition, % at 10.4 µM. actives 0.14% (n = 360,000). AID 602329;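 active means mean normalized replicate activity at least 40 and at least half of replicates scoring 40 or more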;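 further: 0% = median of neutral control wells and 100% = median of positive control wells; inhibitors cause a drop in the FAM fluorescence signal; in these data hits start at about 50%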
E-selectin induc: E-selectin induction on HUVECs; HUVEC E-selectin immunofluorescence imaging; normalized: neutral wells 0, TNF-alpha wells 100; P16581; actives 0.37% (n = 260,000); AID 686992; activation, % at 7.58 µM;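 active means mean E-selectin-positive cell signal at least 10% of the positive control, reached in at least 60% of replicates, without over 20% cell loss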;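 further: in these data hits start at about 27%; measured in HUVEC primary endothelial cells; signal is the percent of cells scored E-selectin positive by PE staining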
Target sequence (P16581 whole entry, looked up): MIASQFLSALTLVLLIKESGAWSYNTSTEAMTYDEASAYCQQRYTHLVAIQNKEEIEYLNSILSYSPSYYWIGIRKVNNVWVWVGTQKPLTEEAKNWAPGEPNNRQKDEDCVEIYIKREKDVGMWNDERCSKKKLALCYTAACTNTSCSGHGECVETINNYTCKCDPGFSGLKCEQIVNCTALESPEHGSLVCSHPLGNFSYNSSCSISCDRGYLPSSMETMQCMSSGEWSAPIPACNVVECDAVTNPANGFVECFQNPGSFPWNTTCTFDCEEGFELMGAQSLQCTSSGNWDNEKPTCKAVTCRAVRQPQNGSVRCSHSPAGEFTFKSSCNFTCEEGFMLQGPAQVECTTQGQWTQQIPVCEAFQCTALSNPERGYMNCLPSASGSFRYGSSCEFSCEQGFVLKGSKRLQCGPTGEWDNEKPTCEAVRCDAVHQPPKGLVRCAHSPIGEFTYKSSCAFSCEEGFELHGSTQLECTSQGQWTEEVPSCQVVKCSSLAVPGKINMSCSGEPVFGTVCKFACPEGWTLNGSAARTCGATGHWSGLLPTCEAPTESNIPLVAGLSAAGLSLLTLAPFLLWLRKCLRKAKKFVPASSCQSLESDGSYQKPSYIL
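Test system – human umbilical vein endothelial cells (HUVEC), E-selectin induction · Input – 3,000 HUVEC seeded per well · Buffer or medium – EGM-2, gelatin · Compound dosing – single-point compound dose · Detection – immunofluorescence imaging · Measure – percent E-selectin-positive cells · Controls – TNF-alpha high, DMSO low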
PGC1a acetyl inh: modulators of PGC1a acetylation; U2OS PGC1a acetylation, AlphaScreen anti-acetyl-lysine; with virally co-expressed GCN5 acetyltransferase; inhibition, % at 15.6 µM; actives 0.17% (n = 350,000); AID 651687;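 active means every replicate shows inhibition of at least 40%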;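 further: 0% = neutral control wells and 100% = positive control wells; some results beyond the cut were filed as inactive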
Cneo AK release: causes C. neoformans cell lysis; adenylate kinase release luminescence, 4 h; normalised: neutral wells 0, clomiphene wells 100; lysis activity, % at 15 µM; actives 0.2% (n = 360,000);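 active means mean lysis activity across replicates of at least 80%, whatever share of replicates individually reach that level; inactive means mean lysis activity below 80%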
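read-out = cell lysis signal | test system = log-phase Cryptococcus neoformans yeast cells | input = cells at 5 × 10^6 per mL | medium = fresh YPD growth medium | signal = luminescent adenylate kinase detection reagent | timing = 4 h at 37 °C static, read 1 h later | dosing = single dose | controls = Clomiphene as positive lysis control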
PglD DTNB: inhibitors of Campylobacter jejuni PglD acetyltransferase. actives 0.098% (n = 360,000). inhibition, % at 12.5 µM. purified PglD enzyme, DTNB colorimetric CoA detection; in the data active means inhibition above about 16%, passing the limit was not always enough; further: strong numbers were not always called active
miR-122 sensor: blocks miR-122 activity in Huh7 sensor cells. activation (reporter increase), % at 12.5 µM. actives 0.3% (n = 340,000). Huh7 miR-122 Renilla luciferase sensor, 48 h; neutral wells = 0, positive control = 100;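 active means mean replicate activation score at least 90 and every replicate individually at or above 90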;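 further: higher luciferase means less miR-122 activity so hits act as miR-122 inhibitors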
ERAP1 HTS inh: ERAP1 (human) enzyme inhibition; Q9NZ08; recombinant ERAP1, Leu-AMC fluorescence, 60 min; inhibition, % at 10.7 µM; actives 0.15% (n = 340,000);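 active means mean replicate inhibition of at least 30%, or all replicates individually reaching that 30% level; inactive means mean below 30% and not every replicate reaching it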;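 further: 0% = neutral control wells and 100% = L-leucinethiol positive control wells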
Starred values were filed as active, the others as inactive; [ ] = another dose, or the depositor's remark.

CN1C(=O)c2cc(NC(=O)c3cccc(F)c3)ccc2OC[C@H]2O[C@H](CC(=O)O)CC[C@@H]21 was read as RAD54 inh 0.0, E-selectin induc 0.1, PGC1a acetyl inh 1.9, Cneo AK release -4.9, PglD DTNB -5.2 and miR-122 sensor -60.0[16.7 µM].
For CCc1n[nH]c(=O)c2cc3cc(OC)ccc3n12 the results were RAD52 anneal inh -5.8, RAD54 inh -7.9, E-selectin induc 0.2, PGC1a acetyl inh -8.2, Cneo AK release -3.1, PglD DTNB 0.1 and ERAP1 HTS inh 0.4.
`CC(Oc1cccc(Cl)c1)C(=O)Nc1ccc(S(=O)(=O)Nc2ncccn2)cc1` (configuration not stated) gave RAD52 anneal inh -26.4, RAD54 inh -1.0, E-selectin induc 0.1, Cneo AK release 1.4, PglD DTNB 1.7 and ERAP1 HTS inh 1.9.
CN(C)CCCn1c2c(c(SCC(=O)Nc3ccc4c(c3)OCCO4)nc1=O)CCCC2 was read as RAD52 anneal inh 42.9, RAD54 inh -3.6, E-selectin induc 1.0, PGC1a acetyl inh 2.3, Cneo AK release -2.8, PglD DTNB -5.0, miR-122 sensor -5.5 and ERAP1 HTS inh -2.0.
Screening COC(=O)c1cc(OC)c(OC)cc1NCC(=O)Nc1ccc(C)cc1 returned RAD52 anneal inh -7.9, RAD54 inh -7.2, PGC1a acetyl inh -3.7, Cneo AK release -3.6, PglD DTNB 1.9, miR-122 sensor 0.6 and ERAP1 HTS inh -3.6.
`O=C(NCCC1=CCCCC1)c1c(O)nc2sccn2c1=O` gave RAD52 anneal inh -8.9, RAD54 inh 4.9, E-selectin induc 0.2, Cneo AK release 3.5, PglD DTNB 2.3, miR-122 sensor -2.9 and ERAP1 HTS inh 0.4.
C[C@@H]1CN([C@H](C)CO)C(=O)c2cc(NC(=O)Cc3cn(C)c4ccccc34)ccc2O[C@@H]1CN(C)S(=O)(=O)c1cccs1 was read as RAD52 anneal inh -39.2, RAD54 inh -6.4, PGC1a acetyl inh 6.8, Cneo AK release 0.2, PglD DTNB 2.0 and miR-122 sensor 14.1[16.7 µM].
Screening COCC(=O)N1CC2(C1)CN(Cc1ccccc1F)[C@@H](CO)c1[nH]c3cc(OC)ccc3c12 returned RAD52 anneal inh -22.3, E-selectin induc -0.3, PGC1a acetyl inh 6.6 and ERAP1 HTS inh 4.7.
Screening CNC(=O)NC(=O)CSc1ccc(S(=O)(=O)N(C)C2CCCCC2)cn1 returned RAD52 anneal inh -9.6, RAD54 inh -8.6, Cneo AK release 1.1, PglD DTNB 2.3, miR-122 sensor -0.4 and ERAP1 HTS inh 4.8.
For CCCCn1c(N)c(N(CCOC)C(=O)CC(NC(=O)c2ccccc2)c2ccccc2)c(=O)[nH]c1=O (configuration not stated) the results were RAD52 anneal inh -2.5, RAD54 inh -4.7, E-selectin induc 0.1, Cneo AK release 1.1, PglD DTNB -1.5 and ERAP1 HTS inh 2.3.
`Cc1cc(C(=O)N2CCN(Cc3ccc4c(c3)OCO4)CC2)on1` gave RAD52 anneal inh -11.7, RAD54 inh -11.4, E-selectin induc 0.2, PGC1a acetyl inh -0.3, Cneo AK release 0.5, PglD DTNB 0.8, miR-122 sensor -2.7 and ERAP1 HTS inh 4.8.
O=C(CC1CC1)Nc1ccc2c(c1)[C@@H]1C[C@H](CC(=O)NC3CCCCC3)O[C@H](CO)[C@@H]1O2 was read as RAD52 anneal inh -18.2, RAD54 inh 3.2, E-selectin induc -0.5, PGC1a acetyl inh 3.4, Cneo AK release 0.3, PglD DTNB -2.1, miR-122 sensor 5.4[16.7 µM] and ERAP1 HTS inh 0.5.
For COc1cccc(CNC(=O)Cn2c(=O)oc3cc(S(=O)(=O)N4CCCCC4)ccc32)c1 the results were RAD52 anneal inh -19.1, RAD54 inh 3.5, Cneo AK release 5.8, PglD DTNB 4.4 and ERAP1 HTS inh 1.5.
`Cc1ccc(OCC(O)CN2C(=O)NC(C)(C)C2=O)cc1C` (configuration not stated) gave RAD52 anneal inh -12.6, RAD54 inh 1.8, E-selectin induc 0.0, PGC1a acetyl inh 1.0, Cneo AK release -0.3, PglD DTNB -3.2 and ERAP1 HTS inh -2.0.
`COc1ccc(CNC(=O)CN(C(=O)Cn2nnc(-c3ccccc3F)n2)c2ccc(C)cc2)cc1` gave RAD52 anneal inh -2.2, RAD54 inh -2.1, E-selectin induc -4.1, PGC1a acetyl inh 7.8, Cneo AK release -0.4, PglD DTNB -17.0 and ERAP1 HTS inh -17.3.
For CN(C)CCCn1c(=O)n(Cc2ccccc2)c(=O)c2c3c(sc21)CCCCC3 the results were RAD52 anneal inh 25.8, RAD54 inh 14.0, E-selectin induc 0.2, PGC1a acetyl inh -16.4, Cneo AK release 9.8, PglD DTNB 2.4, miR-122 sensor -10.3 and ERAP1 HTS inh 0.4.
`C[C@H]1CN([C@@H](C)CO)C(=O)c2cc(NC(=O)c3ccncc3)ccc2O[C@@H]1CN(C)S(=O)(=O)c1ccc(F)cc1` gave RAD52 anneal inh 7.4, RAD54 inh -4.4, E-selectin induc 7.4, PGC1a acetyl inh 3.8, Cneo AK release -0.7, PglD DTNB 1.7, miR-122 sensor 0.9[16.7 µM] and ERAP1 HTS inh -1.0.
`CCN1N=C(C)C=C(c2ccccc2)n2c1nc1ccccc12` gave RAD52 anneal inh -19.7, RAD54 inh 5.6, PGC1a acetyl inh 2.6, Cneo AK release 0.1, PglD DTNB 1.4, miR-122 sensor -0.1 and ERAP1 HTS inh -1.6.
For CCNCCNC(=O)c1c(O)c2c([nH]c1=O)CCCC2 the results were RAD52 anneal inh -2.8, RAD54 inh -1.4, PGC1a acetyl inh -4.7, Cneo AK release 11.0, PglD DTNB 0.7, miR-122 sensor 3.1 and ERAP1 HTS inh 0.5.
CO[C@H]1CN(C)C(=O)c2ccc(NS(C)(=O)=O)cc2OC[C@@H](C)N(C(=O)c2ccc3c(c2)OCO3)C[C@@H]1C was read as RAD54 inh -3.1, E-selectin induc -0.4, PGC1a acetyl inh -6.7, Cneo AK release -5.2, PglD DTNB 1.0 and miR-122 sensor 7.1[16.7 µM].

Overlap with the part before: 2 compounds, followed by the next part.
For CCNCCNC(=O)c1c(O)c2c([nH]c1=O)CCCC2 the results were RAD52 anneal inh -2.8, RAD54 inh -1.4, PGC1a acetyl inh -4.7, Cneo AK release 11.0, PglD DTNB 0.7, miR-122 sensor 3.1 and ERAP1 HTS inh 0.5.
CO[C@H]1CN(C)C(=O)c2ccc(NS(C)(=O)=O)cc2OC[C@@H](C)N(C(=O)c2ccc3c(c2)OCO3)C[C@@H]1C was read as RAD54 inh -3.1, E-selectin induc -0.4, PGC1a acetyl inh -6.7, Cneo AK release -5.2, PglD DTNB 1.0 and miR-122 sensor 7.1[16.7 µM].
For O=C(NCCN1C(=O)S/C(=C\c2ccc(Cl)c(Cl)c2)C1=O)C1COc2ccccc2O1 (configuration not stated) the results were RAD52 anneal inh -14.0, RAD54 inh -7.5, E-selectin induc 0.1, PGC1a acetyl inh 2.8, Cneo AK release -1.7, PglD DTNB 1.4, miR-122 sensor 4.7 and ERAP1 HTS inh 1.8.
Screening C=CCNC(=O)CN1c2cccc3cccc(c23)S1(=O)=O returned RAD52 anneal inh -8.8, RAD54 inh 2.5, PGC1a acetyl inh 3.8, Cneo AK release 0.1, PglD DTNB 8.8, miR-122 sensor -0.2 and ERAP1 HTS inh 1.7.
Screening Cc1ccc(N(Cc2ccccc2)C(=O)c2cccc(S(=O)(=O)N3CCN(C)CC3)c2)cc1 returned RAD52 anneal inh 2.3, RAD54 inh -9.8, E-selectin induc -0.7, PGC1a acetyl inh -16.4, Cneo AK release -0.2, PglD DTNB 1.0, miR-122 sensor 45.8 and ERAP1 HTS inh 0.5.
For Cn1ncc2c(NNC(=O)c3ccc(Cl)c(Cl)c3)ncnc21 the results were RAD54 inh 5.1, PGC1a acetyl inh 8.6, Cneo AK release -2.8, PglD DTNB -2.9 and miR-122 sensor 9.2.
`CN1CCN(C(=O)C[C@@H]2CC[C@@H]3[C@H](COC[C@H](O)CN3Cc3cccc(F)c3)O2)CC1` gave RAD52 anneal inh 1.2, RAD54 inh 5.7, E-selectin induc 0.1, PGC1a acetyl inh 8.3, Cneo AK release 38.7, PglD DTNB 0.2, miR-122 sensor 1.8[16.7 µM] and ERAP1 HTS inh -2.0.
For Cn1nc(C(=O)OCC(=O)Nc2ccc(SC(F)F)cc2)c2ccccc2c1=O the results were RAD52 anneal inh -9.4, RAD54 inh -4.9, PGC1a acetyl inh 1.4, Cneo AK release -1.3, PglD DTNB 1.2, miR-122 sensor 6.6 and ERAP1 HTS inh 1.2.
Screening CN(C)CCn1c(NCc2ccc3c(c2)OCO3)nc2ccccc21 returned RAD52 anneal inh -8.7, RAD54 inh -5.7, E-selectin induc 0.8, PGC1a acetyl inh 5.6, Cneo AK release 1.9, PglD DTNB 3.2, miR-122 sensor 3.1 and ERAP1 HTS inh -3.7.
Screening COc1cc(S(=O)(=O)NCc2ccccc2)ccc1-n1cnnn1 returned RAD52 anneal inh -14.4, RAD54 inh 3.0, E-selectin induc 23.2, PGC1a acetyl inh 10.3, Cneo AK release -0.1, PglD DTNB 0.4, miR-122 sensor -0.5 and ERAP1 HTS inh 1.6.
For CCC(=O)N1CCC1(C)C(=O)Nc1cc(-c2ccccc2)nn1C (configuration not stated) the results were RAD52 anneal inh -4.5, RAD54 inh -13.5, E-selectin induc 0.0, PGC1a acetyl inh 3.9, Cneo AK release -4.1, PglD DTNB 4.3, miR-122 sensor -0.1 and ERAP1 HTS inh 6.7.
COc1ccccc1NC(=O)N1CCCC(C(=O)Nc2cccc(C)c2C)C1 (configuration not stated) was read as RAD54 inh -4.1, PGC1a acetyl inh -0.2, Cneo AK release 0.0 and miR-122 sensor -7.8.
`C[C@@H]1CN([C@@H](C)CO)C(=O)c2cccc(NS(=O)(=O)c3cccs3)c2O[C@H]1CN(C)S(=O)(=O)c1ccc(F)cc1` gave RAD52 anneal inh -11.8, RAD54 inh 0.0, E-selectin induc -0.3, PGC1a acetyl inh -6.1, Cneo AK release -9.1, PglD DTNB 0.6, miR-122 sensor 7.3[16.7 µM] and ERAP1 HTS inh 0.0.
For COc1ccc(S(=O)(=O)N2CCOC2CNC(=O)C(=O)NCCc2ccccc2)cc1OC (configuration not stated) the results were RAD52 anneal inh -8.6, RAD54 inh 6.8, E-selectin induc 0.2, PGC1a acetyl inh 2.6, Cneo AK release -0.2, PglD DTNB -3.0, miR-122 sensor -6.1 and ERAP1 HTS inh -0.5.
`COc1ccc(OC)c(NC(=O)CC2C(=O)NCCN2C(=O)Nc2cccc(Cl)c2)c1` (configuration not stated) gave RAD54 inh 11.1, PGC1a acetyl inh -9.1, Cneo AK release -3.7, PglD DTNB -2.6 and miR-122 sensor -3.8.
Screening NNC(=O)CC1=NNC(=O)C1 returned RAD52 anneal inh -15.8, RAD54 inh -1.7, E-selectin induc -0.2, PGC1a acetyl inh -2.1, Cneo AK release -0.2, PglD DTNB 2.1 and ERAP1 HTS inh 2.2.
Screening O=C(CCNC(=O)c1ccco1)Nc1ccc(Cl)cc1F returned RAD52 anneal inh -13.0, RAD54 inh -1.1, E-selectin induc 1.0, PGC1a acetyl inh 2.8, Cneo AK release 14.0, PglD DTNB 1.1, miR-122 sensor 0.3 and ERAP1 HTS inh -1.0.
For O=C(NC(=S)NC1CCSC1=O)c1ccccc1F (configuration not stated) the results were RAD54 inh 1.9, PGC1a acetyl inh 3.0, Cneo AK release -3.5, PglD DTNB 3.9 and miR-122 sensor -3.8.

Compound activity as filed in PubChem BioAssay.
